# Source: PubChem BioAssay (Broad Institute)
# SIRT5 inh: inhibitors of human sirtuin-5 desuccinylase; Q9NXA8; Purified SirT5, succinyl-peptide AMC, trypsin-coupled fluorescence; inhibition, % at 15 µM; actives 1.1% (n = 330,000); in the data active means inhibition above about 15%; inconclusive means no clear call, values can overlap the other calls
# Target sequence (Q9NXA8 whole entry, looked up): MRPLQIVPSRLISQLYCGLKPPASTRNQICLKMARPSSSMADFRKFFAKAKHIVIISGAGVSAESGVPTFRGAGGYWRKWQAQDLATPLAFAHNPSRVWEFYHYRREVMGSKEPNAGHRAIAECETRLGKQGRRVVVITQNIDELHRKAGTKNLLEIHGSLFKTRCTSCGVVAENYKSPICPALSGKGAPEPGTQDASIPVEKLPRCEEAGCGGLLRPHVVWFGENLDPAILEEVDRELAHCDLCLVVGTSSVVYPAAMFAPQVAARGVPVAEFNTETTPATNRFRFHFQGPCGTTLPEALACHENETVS
# LGR2 inh: Drosophila LGR2 receptor signaling inhibition | HEK293 LGR2, CRE-luciferase, bursicon-stimulated, 4 h | inhibition, % at 9.99 µM | actives 0.35% (n = 380,000);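 active means drop in luminescence signal, shown as inhibition above about 50% in the replicate tests, limit read from the data, passing the limit was not always enough; inconclusive means probably only some replicates passing the limit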;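 further: agonist challenge used bursicon conditioned medium at about half maximal strength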
# ARNT TACC3 PPI: disrupts binding between human ARNT and TACC3; Q9Y6A5; AlphaScreen His-ARNT PAS-B/GST-TACC3 binding, luminescence; TACC3 fragment carries E629A point mutation; inhibition, % at 9.99 µM; actives 0.66% (n = 390,000); AID 623870;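 active means mean inhibition of replicates at least 50% and at least half of replicates each reaching 50%; inconclusive means half or more replicates reach 50% but mean below 50%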;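 further: 0% = complete ARNT plus TACC3 wells and 100% = ARNT alone without TACC3; many hits fall short of the cut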
# DENV2 CPE rescue: DENV2-induced cell death inhibition. DENV2-infected cells, cytopathic effect rescue, plate reader. CPE inhibition, % at 9.99 µM. actives 1.7% (n = 350,000). AID 651640; in the data active means CPE inhibition above about 20%, passing the limit was not always enough; inconclusive means no clear call, values can overlap the other calls; tested in BHK-21 cells;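 further: 0% = median of neutral control wells and 100% = median of positive control wells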
# Casp6 inh: inhibitors of human caspase-6; P55212; purified caspase-6, Z-VEID-R110 cleavage fluorescence; inhibition, % at 12.5 µM; actives 0.53% (n = 350,000); AID 686996;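 active means mean inhibition across replicates at least about 35%, with every replicate also reaching that limit, limit read from the data; inconclusive means only one of the two criteria met; inactive means neither criterion met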;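 further: 0% = median of neutral control wells and 100% = no fluorescence left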
# Target sequence (P55212 24-179 limits assumed): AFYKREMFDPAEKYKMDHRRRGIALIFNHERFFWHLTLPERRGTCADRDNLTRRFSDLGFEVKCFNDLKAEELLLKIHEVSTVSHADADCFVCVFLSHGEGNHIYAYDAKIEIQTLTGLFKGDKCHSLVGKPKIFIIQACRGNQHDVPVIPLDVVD
# Target sequence (P55212 194-293 limits assumed): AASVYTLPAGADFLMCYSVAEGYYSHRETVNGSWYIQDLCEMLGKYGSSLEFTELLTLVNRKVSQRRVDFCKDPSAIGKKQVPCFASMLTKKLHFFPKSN
# EWS-Fli inh: EWS/Fli transcriptional activity inhibition; A673 NR0B1-luciferase reporter, viability-normalised; inhibition, % at 12.6 µM; actives 0.67% (n = 350,000); AID 651661;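 active means mean inhibition of at least 50% after viability correction, with every replicate also passing that limit; inconclusive means mean reaches 50% but only one of two replicates passes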;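 further: firefly luciferase signal divided by Alamar Blue viability fluorescence both relative to DMSO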
# PAX8 reporter: PAX8 transcriptional activity inhibition | RMG-I TPO-luciferase reporter, SteadyGlo, 24 h | inhibition, % at 12.6 µM | actives 1.2% (n = 360,000);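 active means mean replicate inhibition at least 60% with every replicate also reaching 60%; inconclusive means only one of the two criteria is met; inactive means mean below 60% and not all replicates reaching 60%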;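 further: luciferase light reporting Pax8 driven TPO promoter activity; plate controls were median of neutral control wells for no effect and mitoxantrone controls for full effect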
# An asterisk follows results filed as active; ? = inconclusive; . = no result given.
molecule	SIRT5 inh	LGR2 inh	ARNT TACC3 PPI	DENV2 CPE rescue	Casp6 inh	EWS-Fli inh	PAX8 reporter
COc1ccc(N2CCN(C(=O)CCNS(=O)(=O)c3ccccc3)CC2)cc1	0	-7	-1	-1	-1	4	2
CCN1CCN(c2ccc(Nc3ccnc4ccccc34)cc2)CC1	1	42	9	-10	-47	-1	-1
Cn1c2ccccc2c2nnc(SCC(=O)Nc3cccc(C(=O)O)c3)nc21	-3	7	47*	2	-1	1	18
CC(C)Oc1ccc(S(=O)(=O)N2CCOCC2)cc1NC(=O)CN1C(=O)NC2(CCCC2)C1=O	-3	-6	.	-1	-2	.	.
Cc1cc(C)nc(NC(=NCCc2c[nH]c3ccccc23)NC(=O)Nc2ccc(Cl)c(Cl)c2)n1	.	-1	1	3	0	16	3
Cc1ccc(NC(=O)c2ccc(Cl)nc2)cc1S(=O)(=O)N1CCOCC1	-1	-18	3	3	4	?	25
CCOc1ccccc1Nc1nnc(SCC(=O)Nc2nc(-c3ccc(OC)cc3)cs2)s1	-2	4	-2	18	-6	-16	-26
O=C(CN1CCN(c2ccccn2)CC1)Nc1cc(F)ccc1F	-3	-1	-9	13	-6	6	5
Cc1ccc(C(=O)NCC(=O)Nc2ccc(S(=O)(=O)Nc3cc(C)nc(C)n3)cc2)cc1	2	-5	.	56*	0	0	-18
COc1ccc(N2CCC(CNC(=O)Nc3ccc(C)c(C)c3)C2)cc1 (stereo unspecified)	2	-18	-5	10	-1	-7	11
CCCCCCCN1C(Nc2ccccc2)=NC[C@@H]1C	.	15	0	10	0	-2	3
COc1ccc(C(=O)COC(=O)c2cc([N+](=O)[O-])ccc2N2CCOCC2)c(OC)c1	-1	-9	26	-8	3	-9	-21
CCc1nnc(NS(=O)(=O)c2ccc(N/C=C/C(=O)c3ccc(C)cc3)cc2)s1	.	8	-2	.	.	.	-18
COc1cccc(-c2ccc3c(c2)[C@H]2[C@H](CCN2C(=O)c2ccccn2)[C@H](CO)N3)c1	0	-46	4	12	0	-78	-106
Cc1ccccc1Oc1ccc2c(c1)[C@@H]1C[C@H](N(C)C(=O)NC3CCCCC3)[C@H]([C@H](C)O)C(=O)N1CC2	-6	0	-1	-7	0	11	18
O=C(CSc1ccc(Cl)cc1)N1CCCC1	-1	-17	-7	-1	4	-14	-17
CC(C)CC(=O)Nc1ccc(N2CCN(C(=O)c3cccs3)CC2)cc1	0	-6	-29	1	5	-6	10
CC1(Oc2cccc(Cl)c2)CCN(Cc2ccc(OC(F)(F)F)cc2)C1 (stereo unspecified)	-3	-1	.	-8	1	-6	8
COc1ccc(CN(C)C[C@H]2Oc3ccc(NC(=O)C4CCCCC4)cc3C(=O)N([C@@H](C)CO)C[C@@H]2C)cc1	-1	-33	-3	-3	-1	5	-2
COc1ccccc1NC(=O)N[C@H]1CC[C@@H](CC(=O)NCc2ccc(Cl)c(Cl)c2)O[C@H]1CO	-2	4	3	-2	3	.	.
O=C(NCCN1CCOCC1)c1cc(-c2ccccc2)nc2ccccc12	-1	13	.	8	-1	3	2
COCCN1C(=O)C(=O)/C(=C(/O)c2ccc(S(=O)(=O)N3CCOCC3)cc2)C1c1cccc(Cl)c1 (stereo unspecified)	5	21	-1	4	7	4	4
O=C(CCN1CCCCC1)NCC[C@@H]1CC[C@H](NC(=O)Cc2cccnc2)[C@H](CO)O1	.	-3	.	.	.	-1	-1
Cc1onc(-c2c(Cl)cccc2Cl)c1C(=O)Nc1nc(C(C)(C)C)cs1	0	12	-2	13	3	8	13
CC(Oc1ccccc1F)C(=O)NNC(=O)C1CC(=O)N(c2ccc3c(c2)OCCO3)C1 (stereo unspecified)	1	20	-8	-9	3	0	-10

# Continued, overlapping the part above by four compounds.
molecule	SIRT5 inh	LGR2 inh	ARNT TACC3 PPI	DENV2 CPE rescue	Casp6 inh	EWS-Fli inh	PAX8 reporter
COCCN1C(=O)C(=O)/C(=C(/O)c2ccc(S(=O)(=O)N3CCOCC3)cc2)C1c1cccc(Cl)c1 (stereo unspecified)	5	21	-1	4	7	4	4
O=C(CCN1CCCCC1)NCC[C@@H]1CC[C@H](NC(=O)Cc2cccnc2)[C@H](CO)O1	.	-3	.	.	.	-1	-1
Cc1onc(-c2c(Cl)cccc2Cl)c1C(=O)Nc1nc(C(C)(C)C)cs1	0	12	-2	13	3	8	13
CC(Oc1ccccc1F)C(=O)NNC(=O)C1CC(=O)N(c2ccc3c(c2)OCCO3)C1 (stereo unspecified)	1	20	-8	-9	3	0	-10
O=C(CN1CCCC1=O)NC1CCCc2c1cnn2-c1cc(F)cc(F)c1 (stereo unspecified)	7	-32	24	-1	-1	-35	.
CCNC(=O)c1cc2c(c(-c3cccc(C4=CCCC4)c3)n1)[C@H](CCO)N([S@@](=O)C(C)(C)C)C2	14	4	0	-6	1	2	-2
COc1ccc(C#Cc2ccc3c(c2)O[C@@H](CN(C)C(=O)CN2CCOCC2)[C@H](C)CN([C@@H](C)CO)S3(=O)=O)cc1	-1	17	2	1	-1	-15	15
COc1ccc(Cc2nc3ccccc3[nH]2)cc1OC	-2	-2	-2	.	2	-8	17
CC1CCCC(NC(=O)CCS(=O)(=O)c2cc3c(cc2Cl)NC(=O)CO3)C1C (stereo unspecified)	0	11	-2	4	0	.	6
Cc1ccc(C)c(S(=O)(=O)N2CCN(C(=O)c3ccnn3C)CC2)c1	2	6	2	-4	0	2	1
CSc1nc(C(=O)N2CCCC(C(=O)c3ccc(Cl)cc3)C2)cs1 (stereo unspecified)	0	9	-2	0	7	0	26
CC(=O)c1cccc(NC(=O)CN2C(=O)COc3ccc(Cl)cc32)c1	-7	12	-4	.	0	9	.
COC(=O)c1cn(C)c2ccc(S(=O)(=O)N(C)C3CCCCC3)cc2c1=O	-1	23	.	12	2	1	7
CO[C@H]1CN(C)C(=O)c2ccc(NC(=O)c3ccccc3F)cc2OC[C@H](C)N(CC2CCOCC2)C[C@@H]1C	-2	28	.	-10	1	6	.
O=C(C[C@@H]1C=C[C@@H](NC(=O)CN2CCOCC2)[C@H](CO)O1)NC1CCCCC1	26*	12	-13	8	2	8	-6
CCOC(=O)C1CCCN(C(=O)c2ccc(CS(=O)(=O)Cc3ccccc3C)o2)C1 (stereo unspecified)	-4	0	8	-15	-4	3	6
CCCCOc1cccc(OCC(=O)Nc2nc3ccccc3[nH]2)c1	.	7	-6	.	.	.	1
CCOC(=O)[C@@H]1[C@H]2COc3cc(OC)ccc3[C@H]2N2C(=O)N(c3ccc(C(F)(F)F)cc3)C(=O)[C@]12C	.	11	-11	-6	-1	8	15
CCOc1ccc(CN(C)C(=O)CN2C(=O)NC(c3ccccc3)(c3ccccc3)C2=O)cc1	-2	2	0	15	-2	-2	3
CC(C)CC#Cc1cnc2c(c1)C(=O)N([C@@H](C)CO)C[C@@H](C)[C@@H](CN(C)Cc1ccc3c(c1)OCO3)O2	-2	11	4	-7	0	3	.
Cc1ccc(S(=O)(=O)Nc2ccc3c(c2)C(=O)N([C@@H](C)CO)C[C@H](C)[C@@H](CN(C)C(=O)NC2CCCCC2)O3)cc1	-2	4	6	1	-1	-1	-4
CCCC(=O)N(CCN1CCOCC1)c1nc2c(OC)ccc(OC)c2s1	0	-19	6	?	2	.	-24
Cc1ccccc1OCCC(=O)Nc1ccc2c(C)cc(=O)oc2c1	-9	-7	1	4	3	-10	1
Cc1csc(NC(=O)C(Cc2ccccc2)n2cccc2)n1 (stereo unspecified)	.	3	7	1	6	-32	13
COc1ccc(NC(=O)N2CCC3(CC2)CN(C(C)=O)[C@H](CO)c2[nH]c4cc(OC)ccc4c23)cc1	-1	3	.	-2	0	-24	.
COc1ccc(NC(=O)Nc2ccc(Br)cn2)cc1	0	-66	-2	8	0	-68	-128
CC(=O)NS(=O)(=O)c1ccc(NC(=O)COc2cccc3c2OC(C)(C)C3)cc1	-2	-16	1	?	6	0	6
Cc1ccc(C)c(N2CCN(S(=O)(=O)c3ccc4c(c3)C(C)(C)C(=O)N4C)CC2)c1	.	-11	-1	-6	-1	1	14
CCCCCCCCc1nc(SC(C)C(=O)O)n[nH]1 (stereo unspecified)	-2	4	-7	3	1	5	1
CO[C@H]1CN(C)C(=O)c2ccc(NC(=O)C3CC3)cc2OC[C@H](C)N(C)C[C@@H]1C	.	-7	12	13	3	4	-70
Cc1ccc(-c2nnc(SCC(=O)N/N=C/c3ccccc3C(=O)O)n2C2CCCCC2)cc1	-2	9	3	8	3	.	19
Nc1c(Cl)ncnc1NCCc1ccc(O)cc1	-2	0	-1	-2	-2	-9	2
COc1ccc(NC(=O)N(C)C[C@@H]2Oc3ccc(NC(=O)Nc4ccc(C(F)(F)F)cc4)cc3CC(=O)N([C@@H](C)CO)C[C@@H]2C)cc1	-3	-7	10	-11	0	-1	10
Cc1ccc(NC(=O)Cn2c(=O)oc3ccccc32)cc1C	-1	.	-5	10	1	12	-17
COc1ccc(S(=O)(=O)Nc2cccc(-n3cnnn3)c2)cc1OC	2	8	-11	1	-1	.	4
CCN(CC)CCN(C(=O)c1ccc2c(c1)OCCO2)c1nc2ccc(C)cc2s1	-3	4	.	0	-5	.	-28
CCOC(=O)CC(NC(=O)c1cc2cccc(OC)c2oc1=O)c1ccc(OC)cc1 (stereo unspecified)	-7	-43	-2	2	2	-6	-59
COC(=O)[C@@]1(Cc2ccc(F)cc2)[C@H]2c3cc(C(=O)N4CCCC4)n(CCc4ccc(OC)c(Br)c4)c3C[C@H]2CN1C(=O)c1ccccc1	-1	-7	.	-6	-1	9	-13
C=CC[C@@H](CC(=O)N(CCO)Cc1ccccc1)C(=O)N[C@H](COC(=O)[C@@H](CC=C)CC(=O)OC(C)(C)C)Cc1ccccc1	2	.	9	-6	5	12	34
COc1ccccc1CNC(=O)COC(=O)c1cnc(C)cn1	-1	3	.	-6	0	1	-12
CCOC(=O)c1c(C)[nH]c(C(=O)COC(=O)C2=NNC(=O)CC2)c1C	-6	0	3	-1	1	0	4
COc1ccc(S(=O)(=O)Nc2ccc3c(c2)C(=O)N([C@@H](C)CO)C[C@@H](C)[C@@H](CN(C)S(=O)(=O)c2ccc(OC)cc2)O3)cc1	4	4	14	?	-1	6	26
CC(C)(C)OC(=O)C[C@@H]1C/C=C\C[C@@H](CC(=O)N[C@@H](CO)Cc2ccccc2)C(=O)N2CCC[C@H]2COC1=O	-2	-5	-1	3	0	-7	-15
CC(C)c1ccc(OCC(=O)Nc2ccccc2C(=O)N2CCOCC2)cc1	-1	0	-9	-6	-4	1	-17
CC(=O)N1CC=CC1(C)C(=O)O (stereo unspecified)	.	-4	-2	-6	.	1	-10
O=C(Cn1cnnn1)NCc1ccccc1	0	2	.	8	0	-7	7
O=C(N[C@@H]1CC[C@@H](CCNS(=O)(=O)c2cccc(Cl)c2)O[C@@H]1CO)c1ccccc1	-2	20	-1	6	2	3	12
O=C(NC1CC(=O)N(c2ccccc2)C1)C(=O)c1c[nH]c2ccccc12 (stereo unspecified)	-2	-11	3	-1	0	10	22
O=C(O)C(=O)Nc1ccc(NC(=O)C(c2ccccc2)c2ccccc2)cc1	-2	-4	-10	-9	0	4	3
CCOC(=O)C(NCCc1ccccc1)(NC(C)=O)C(F)(F)F (stereo unspecified)	-3	-6	-4	1	1	-14	-13
O=C(CN1CCN(C(=O)c2ccco2)CC1)Nc1cc(S(=O)(=O)N2CCCC2)ccc1Cl	1	3	.	-4	1	7	17
CCN(CC)C(=O)[C@H]1C[C@H](CC(=O)NCCN2CCOCC2)C(=O)N2CCc3c([nH]c4ccc(Cl)cc34)[C@]12C	-3	19	0	6	-20	-9	-16
